SIRT5 block: blocks human SIRT5 desuccinylation of peptide. Q9NXA8. Purified SirT5, succinyl-peptide AMC, trypsin-coupled fluorescence. inhibition, % at 15 µM. hit rate 1.1% among 330,000. AID 652115; in the data active = inhibition above about 15%; inconclusive = no clear call, values can overlap the other calls
Target sequence (Q9NXA8 whole entry, looked up): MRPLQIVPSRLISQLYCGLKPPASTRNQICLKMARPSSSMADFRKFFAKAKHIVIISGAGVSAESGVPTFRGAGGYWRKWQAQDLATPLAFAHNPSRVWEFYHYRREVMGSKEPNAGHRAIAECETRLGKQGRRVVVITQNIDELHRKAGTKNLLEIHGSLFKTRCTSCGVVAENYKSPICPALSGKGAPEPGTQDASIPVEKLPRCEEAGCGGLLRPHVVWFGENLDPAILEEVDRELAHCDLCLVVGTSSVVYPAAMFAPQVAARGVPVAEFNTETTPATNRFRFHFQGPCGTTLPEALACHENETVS
S100A4 MyoIIA: S100A4-myosin IIA interaction inhibition; AID 652163; hit rate 0.14% among 360,000; S100A4/TAMRA-MyoIIA peptide fluorescence polarization; inhibition, % at 10.7 µM; P26447;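 active = mean inhibition of at least 70% across replicates, with every replicate also reaching that level; inconclusive = mean inhibition reaches 70% but some replicates fall short; inactive = mean inhibition below 70%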
Target sequence (P26447 whole entry, looked up): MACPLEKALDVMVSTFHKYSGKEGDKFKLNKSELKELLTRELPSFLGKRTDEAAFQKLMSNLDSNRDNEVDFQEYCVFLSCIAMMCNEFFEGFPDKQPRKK
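System – human S100A4 monomer protein, biochemical binding assay · Buffer or medium – Calcium-containing HEPES buffer, pH 7.2 · Timing – 5 min between mix addition and reading · Also added – TAMRA-labelled myosin IIA heavy-chain peptide probe, 5 nM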
PglD DTNB: PglD (C. jejuni) enzyme inhibition; purified PglD enzyme, DTNB colorimetric CoA detection; inhibition, % at 12.5 µM; hit rate 0.098% among 360,000; AID 602405; in the data active = inhibition above about 16%, passing the limit was not always enough; inconclusive = no clear call, values can overlap the other calls; note: strong numbers were not always called active
Statin myotox sup: suppression of simvastatin myotoxicity; C2C12 myotubes + simvastatin, ATP luminescence, 48 h; scaled: DMSO 0, geranylgeraniol control 100; rescue of ATP level, % at 7.49 µM; hit rate 0.78% among 330,000;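 active = mean ATP rescue above about 67%, or every replicate alone reaching that limit, limit read from the data, passing the limit was not always enough; inconclusive = no clear call, values can overlap the other calls; inactive = mean under the limit and some replicate under it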;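 note: myotubes were challenged with 10 µM simvastatin during compound exposure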
DENV2 CPE: DENV2-induced cell death inhibition. DENV2-infected cells, cytopathic effect rescue, plate reader. CPE inhibition, % at 9.99 µM. hit rate 1.7% among 350,000. AID 651640; in the data active = CPE inhibition above about 20%, passing the limit was not always enough; inconclusive = no clear call, values can overlap the other calls; tested in BHK-21 cells;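 note: 0% = median of neutral control wells and 100% = median of positive control wells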
ERp5 block: ERp5 (human) disulfide isomerase inhibition; inhibition, % at 9.99 µM; Q15084; hit rate 0.05% among 350,000; ERp5 insulin aggregation, absorbance 650 nm, 90 min;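 active = mean replicate inhibition above about 25%, with every replicate also reaching it, limit read from the data, passing the limit was not always enough; inconclusive = only one of those two criteria met; inactive = neither criterion met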
E-selectin induc: E-selectin induction on HUVECs | P16581 | HUVEC E-selectin immunofluorescence imaging; normalized: neutral wells 0, TNF-alpha wells 100 | activation, % at 7.58 µM | hit rate 0.37% among 260,000;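 active = mean E-selectin-positive cell signal at least 10% of the positive control, reached in at least 60% of replicates, without over 20% cell loss; inconclusive = no rule given, readout overlaps actives, possibly toxicity-flagged; inactive = the rest, including those meeting only one limit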;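 note: in these data hits start at about 27%; measured in HUVEC primary endothelial cells; signal is the percent of cells scored E-selectin positive by PE staining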
Target sequence (P16581 whole entry, looked up): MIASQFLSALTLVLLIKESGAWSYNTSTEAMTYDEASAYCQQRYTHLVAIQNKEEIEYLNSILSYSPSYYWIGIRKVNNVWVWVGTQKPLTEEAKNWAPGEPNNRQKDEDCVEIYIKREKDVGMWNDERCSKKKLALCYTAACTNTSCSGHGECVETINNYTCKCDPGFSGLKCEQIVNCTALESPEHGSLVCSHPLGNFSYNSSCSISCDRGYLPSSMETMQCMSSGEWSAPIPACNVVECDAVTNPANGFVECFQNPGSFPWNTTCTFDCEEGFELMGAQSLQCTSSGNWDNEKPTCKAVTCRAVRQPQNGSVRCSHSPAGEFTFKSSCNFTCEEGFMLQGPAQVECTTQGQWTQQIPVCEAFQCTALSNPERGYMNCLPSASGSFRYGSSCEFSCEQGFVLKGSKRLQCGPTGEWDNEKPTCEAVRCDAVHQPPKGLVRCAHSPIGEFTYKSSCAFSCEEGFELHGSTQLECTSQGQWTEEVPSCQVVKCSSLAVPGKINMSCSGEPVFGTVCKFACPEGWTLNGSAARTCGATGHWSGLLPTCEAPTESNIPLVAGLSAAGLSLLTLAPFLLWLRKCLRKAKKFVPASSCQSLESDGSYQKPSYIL
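Assay system: HUVEC, human umbilical vein endothelial cells / Amount: 3,000 HUVEC/well / Controls: TNF-alpha positive control, DMSO neutral control / Compound dosing: single concentration / Medium: EGM-2 over gelatin coat / Evaluation: percent E-selectin-positive cells / Signal: immunofluorescence imaging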
Active calls of the source: *; ? = inconclusive; nt = no result given; & = joins results of further samples. Some of the compounds tested; the hit share may differ from the screen's.

Below each SMILES: SIRT5 block | S100A4 MyoIIA | PglD DTNB | Statin myotox sup | DENV2 CPE | ERp5 block | E-selectin induc
COC(=O)c1sc(N2CCN(c3ccc(Cl)cc3)CC2)nc1N
    1 | 0 | nt | nt | 1 | ? | nt
Cc1nc([N+](=O)[O-])c(C(=O)OCc2ccc(C#N)cc2)n1C
    -10 | 3 | nt | nt | 8 | 7 | 2.8
CCCN(C)C[C@H]1OCc2cn(nn2)CCCC(=O)N([C@H](C)CO)C[C@H]1C
    -2 | -1 | 1 | -4 | -3 | -2 | -0.2
Cc1ccc(C(C)(C)C)cc1S(=O)(=O)Nc1cccc(C(=O)N2CCN(c3ccccn3)CC2)c1
    1 | -2 | -3 | -9 | -4 | 4 | nt
CCOC(=O)c1c(C)[nH]c(C(=O)N/N=C\c2ccccc2O)c1C
    -1 | 4 | -2 | nt | -18 | 8 | nt
CCCNC(=O)Nc1ccc2c(c1)C(=O)N(C)C[C@H](OC)[C@H](C)CN(C(C)=O)[C@@H](C)CO2
    -1 | 7 | 11 | -7 | -5 | -3 | -0.2
O=C(COC(=O)c1ccc(O)cc1O)c1ccc2c(c1)OCCO2
    19* | -1 | -4 | 7 | -2 | -9 | -0.2
CO[C@H]1CN(C)C(=O)c2ccc(NC(=O)Nc3ccc(F)cc3)cc2OC[C@H](C)NC[C@H]1C
    -3 | -5 | 9 | 9 | -3 | -1 | 0.3
CC(=O)N1[C@H](CNC(=O)CN(C)C)[C@@H](c2ccc(C3=CCCCC3)cc2)[C@@H]1CO
    -3 | -1 | 0 | -12 | -12 | -1 | 0.6
CCOc1ccc(CCNC(=O)Cn2c(=O)c3cccn3c3cccnc32)cc1
    -2 | -6 | 0 | 4 | -8 | 6 | nt

Later entries
Below each SMILES: SIRT5 block | S100A4 MyoIIA | PglD DTNB | Statin myotox sup | DENV2 CPE | ERp5 block | E-selectin induc
COc1ccc(NC(=O)CN(C)C(=O)c2cccc(S(=O)(=O)N3CCCc4ccccc43)c2)cc1
    -7 | -6 | 0 | -10 | 8 | -2 | 1.6
CCOc1ccc(NC(=O)CN2C(=O)C3CCCN3C2=O)cc1 (stereo not drawn)
    0 | -7 | 2 | -5 | -4 | 1 | 0.2
COc1ccccc1CNC(=O)C(NC(=O)C1CCCCC1)C(C)C (stereo not drawn)
    -2 | -2 | -1 | -2 | 4 | 4 | 0.2
O=C(c1ccncc1)N1C[C@@H]2[C@H](c3ccccc31)[C@H](CO)N2Cc1ccc(F)cc1
    4 | 23 | 2 | 6 | 16 | 3 | -0.3
CC(C)c1cccc(-c2csc(C(C)(O)c3ccncc3)n2)c1 (stereo not drawn)
    nt | -10 | -5 | -123 | 2 | 0 | -0.2
CCOc1cc(/C=N/Nc2nncc(-c3ccccc3)n2)ccc1O
    -2 | -1 | nt | 15 | 0 | -2 | nt
CCCC(=O)Nc1ccc2nc(C)n(Cc3ccccc3Cl)c(=O)c2c1
    -4 | -19 | -3 | -3 | 1 | 6 | 0.4
CCc1noc(C)c1C(=O)Nc1nnc(C(CC)CC)s1
    1 | -3 | -3 | 2 | 11 | 2 | nt
NS(=O)(=O)c1ccc(CCNc2ccccc2[N+](=O)[O-])cc1
    2 | -5 | -1 | 1 | -2 | -2 | nt
CCC(ONc1ccccc1C(F)(F)F)(C(=O)NN(C)C)c1ccccc1 (stereo not drawn)
    nt | 2 | 5 | 6 | ? | -6 | 0.5

(next part)
Below each SMILES: SIRT5 block | S100A4 MyoIIA | PglD DTNB | Statin myotox sup | DENV2 CPE | ERp5 block | E-selectin induc
O=C1CC(C(=O)N2CCN(S(=O)(=O)c3cccc(F)c3)CC2)CN1Cc1ccccc1Cl (stereo not drawn)
    -10 | -2 | nt | nt | -13 | -1 | 0.1
CC(=O)Nc1ccc(S(=O)(=O)NCCC(=O)OCc2csc(CC(=O)Nc3ccccc3C)n2)cc1
    -1 | -3 | nt | nt | -4 | 2 | 1.4
COc1ccc(NC(=O)N(C)C[C@@H]2Oc3ccc(NS(=O)(=O)c4ccccc4)cc3C(=O)N([C@@H](C)CO)C[C@H]2C)cc1
    -2 | -7 | 2 | nt | 15 | -7 | nt
CCOc1ccc(-c2nnc(NC(=O)COc3ccccc3F)o2)cc1
    nt | 5 | 1 | -2 | 10 | 0 | -0.2
CC(C)(C)NS(=O)(=O)c1ccc(NS(C)(=O)=O)cc1
    -4 | -4 | 3 | -4 | 9 | -7 | nt
O=S(=O)(Cc1ccccc1)N1CCCCN2[C@H](CO)[C@@H](c3ccc(-c4cccnc4)cc3)[C@H]2C1
    1 | -3 | 4 | -18 | -11 | -5 | 0.0
CN1C(C)(C)CC(O)(C(=O)O)CC1(C)C
    -1 | 4 | nt | nt | 1 | 7 | 0.1
COC(=O)C[C@@H]1CC[C@H]2[C@@H](COc3ccc(NC(=O)c4cccc(F)c4)cc3C(=O)N2C)O1
    -3 | 3 | 1 | 7 | 1 | 1 | 0.2
C[C@@H]1CN([C@@H](C)CO)C(=O)c2cc(NC(=O)Cn3cnnn3)ccc2O[C@H]1CN(C)Cc1ccccc1
    3 | -3 | 2 | -8 | 3 | -2 | 0.2
O=C(NCc1ccc(Cl)cc1)C1=C[C@H](c2coc3ccccc3c2=O)C[C@H](OCCCCO)O1
    5 | -2 | 9 | nt | 18 | 1 | nt

Part of the list above in a different format.
| SMILES | SIRT5 block | S100A4 MyoIIA | PglD DTNB | Statin myotox sup | DENV2 CPE | ERp5 block | E-selectin induc |
| --- | --- | --- | --- | --- | --- | --- | --- |
| O=C1CC(C(=O)N2CCN(S(=O)(=O)c3cccc(F)c3)CC2)CN1Cc1ccccc1Cl (stereo not drawn) | -10 | -2 | nt | nt | -13 | -1 | 0.1 |
| CC(=O)Nc1ccc(S(=O)(=O)NCCC(=O)OCc2csc(CC(=O)Nc3ccccc3C)n2)cc1 | -1 | -3 | nt | nt | -4 | 2 | 1.4 |
| COc1ccc(NC(=O)N(C)C[C@@H]2Oc3ccc(NS(=O)(=O)c4ccccc4)cc3C(=O)N([C@@H](C)CO)C[C@H]2C)cc1 | -2 | -7 | 2 | nt | 15 | -7 | nt |
| CCOc1ccc(-c2nnc(NC(=O)COc3ccccc3F)o2)cc1 | nt | 5 | 1 | -2 | 10 | 0 | -0.2 |
| CC(C)(C)NS(=O)(=O)c1ccc(NS(C)(=O)=O)cc1 | -4 | -4 | 3 | -4 | 9 | -7 | nt |
| O=S(=O)(Cc1ccccc1)N1CCCCN2[C@H](CO)[C@@H](c3ccc(-c4cccnc4)cc3)[C@H]2C1 | 1 | -3 | 4 | -18 | -11 | -5 | 0.0 |
| CN1C(C)(C)CC(O)(C(=O)O)CC1(C)C | -1 | 4 | nt | nt | 1 | 7 | 0.1 |
| COC(=O)C[C@@H]1CC[C@H]2[C@@H](COc3ccc(NC(=O)c4cccc(F)c4)cc3C(=O)N2C)O1 | -3 | 3 | 1 | 7 | 1 | 1 | 0.2 |

(more compounds)
Below each SMILES: SIRT5 block | S100A4 MyoIIA | PglD DTNB | Statin myotox sup | DENV2 CPE | ERp5 block | E-selectin induc
CCN(CC)CCCNC(=S)N(Cc1cccnc1)Cc1cc2cccc(C)c2[nH]c1=O
    -2 | 1 | nt | nt | nt | 3 | 6.0
COc1ccc(N(C(=O)c2cccc([N+](=O)[O-])c2)S(=O)(=O)c2cccs2)cc1
    -4 | 0 | nt | nt | 0 | 4 | nt
CNC(=S)N(CCCO)Cc1cc2cc3c(cc2[nH]c1=O)OCO3
    -5 | -1 | 2 | -1 | 5 | 7 | 0.0
CCCC(=O)Nc1ccc2c(c1)OC[C@H](C)N(CC1CCCC1)C[C@H](C)[C@H](OC)CN(C)C2=O
    4 | 29 | 2 | -14 | -11 | -6 | 0.4
COC(=O)C[C@H]1CC[C@@H]2[C@@H](COc3ccc(NS(C)(=O)=O)cc3C(=O)N2C)O1
    nt | nt | -3 | -22 | -3 | nt | 0.0
O=C(NCCCN1CCOCC1)c1ccc2c(c1)N(Cc1ccccc1)C(=O)c1ccccc1S2
    -1 | 19 | -2 | 2 | 3 | -1 | nt
CCC(=O)N1[C@@H](CO)[C@H](c2ccc(-c3cccnc3)cc2)[C@@H]1CN(CC)C(C)=O
    1 | -6 | -3 | 8 | -8 | 0 | -0.5
CCOc1ccc(NC(=O)N(CCCN2CCOCC2)Cc2cccnc2)cc1
    2 | -1 | -3 | -4 | -5 | -6 | 0.2
COc1ccccc1NC(=O)COC(=O)CCn1c(C)csc1=O
    -1 | -2 | nt | nt | 4 | -1 | 0.0
Cc1ccc(-c2cnc3c(c2)C(=O)N([C@H](C)CO)C[C@H](C)[C@H](CN(C)C(=O)Cc2ccccc2)O3)cc1
    2 | -13 | -1 | 29 | 76* | -10 | 0.1

Later entries.
Below each SMILES: SIRT5 block | S100A4 MyoIIA | PglD DTNB | Statin myotox sup | DENV2 CPE | ERp5 block | E-selectin induc
CCOC(=O)CSc1nc2ccccc2c(=O)n1CC1CCC(C(=O)NCc2ccco2)CC1 (stereo not drawn)
    3 | 10 | 0 | 0 | nt | 8 | nt
CC(=O)NCCc1nc2cc(NC(=O)c3ccc(Cl)cc3)ccc2n1C
    -3 | -5 | nt | nt | ? | -1 | -0.3
CNC[C@H]1OCCCC[C@H](C)Oc2ccc(NC(=O)c3ccncc3)cc2C(=O)N([C@@H](C)CO)C[C@@H]1C
    5 | -6 | 8 | -7 | 1 | 2 | -0.3
CC(=O)c1ccc(NC(=O)COC(=O)c2ccccc2Sc2ccccc2C#N)cc1
    0 | -4 | nt | -1 | nt | 6 | nt
CC1CCc2c(sc(NC(=O)C(=O)NCc3ccco3)c2C#N)C1 (stereo not drawn)
    -1 | -1 | 11 | -19 | nt | 2 | nt
Cc1cccnc1N(C(=O)Nc1cccc(Cl)c1)C1=NCC(C)(C)S1
    -8 | -1 | nt | nt | 1 | 2 | 4.2
COc1ccccc1C(=O)Nc1ccc2c(c1)C(=O)N(C)[C@H]1CC[C@@H](CC(=O)NCCc3ccncc3)O[C@H]1CO2
    -3 | 15 | -2 | -1 | 4 | 0 | 0.1
COc1cc(OC)c(CN2CCCN(C)CC2)cc1Br
    -10 | 2 | 3 | 9 | ? | -1 | nt
CN(C)c1ccc(NC(=O)Nc2cccc3ccccc23)cc1
    -3 | -7 | -3 | -6 | 4 | 4 | 3.0
Cc1ccc(-n2c3c(cc(C(=O)NC4CCSC4=O)c2=O)C(=O)CC(C)(C)C3)cc1 (stereo not drawn)
    -5&-2 | -2&-6 | 2 | -15 | -4 | 1&3 | nt

New compounds follow:
Below each SMILES: SIRT5 block | S100A4 MyoIIA | PglD DTNB | Statin myotox sup | DENV2 CPE | ERp5 block | E-selectin induc
O=C(c1cccnc1)N1C[C@@H]2[C@H](c3ccccc31)[C@H](CO)N2C(=O)Nc1ccccc1F
    2 | 7 | 0 | 1 | 18 | 5 | 0.1
NS(=O)(=O)c1cccc(NC(=O)c2ccc(S(=O)(=O)N3CCCCCC3)cc2)c1
    1 | 8 | 2 | 16 | -10 | -3 | nt
CCC(=O)N(c1nnc(SCC(=O)Nc2ccc(N3CCOCC3)cc2)s1)C1CC1
    0 | 0 | -3 | 1 | -3 | -5 | nt
C[C@@H]1CCCCO[C@@H](CN(C)CC2CC2)[C@@H](C)CN([C@H](C)CO)C(=O)c2cc(NS(=O)(=O)c3cccs3)ccc2O1
    nt | nt | -3 | nt | ? | nt | 0.0
CCCCN(C)C(=O)c1nc2ccccn2c1CN(C)Cc1csc(C)n1
    0 | -1 | nt | nt | 3 | -8 | 0.2
CCN(CC(=O)N1CCN(c2ccccc2)CC1)S(=O)(=O)c1ccc(C)cc1
    -1 | -4 | nt | nt | -9 | -8 | -0.2
CC(=O)c1ccc(OCc2cc(C(=O)N(C)C3CCOC3)no2)cc1 (stereo not drawn)
    -2 | -2 | 0 | 9 | 1 | 3 | 0.0
O=C(CNSc1ccc([N+](=O)[O-])cc1[N+](=O)[O-])OCc1ccccc1
    nt | -7 | nt | nt | -1 | 3 | -0.1

Source: PubChem BioAssay
